MRP-1 activ: activates MRP-1; H69AR cells + doxorubicin, viability rescue, CellTiter-Glo; viability increase, % at 10 µM; actives 0.61% (n = 140,000); AID 799;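 active = viability gain under doxorubicin at or above a set limit, the compound median plus 3 SD, cut at about 4.7% in these data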;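 also: MRP-1 overexpressing cells given doxorubicin 25 µM after compound pretreatment; 18-22 h compound pretreatment then 72 h with doxorubicin before readout; 0% = doxorubicin-only wells and 100% = vehicle-treated cells without doxorubicin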
NPY-Y2 antag: antagonists of human neuropeptide Y receptor Y2; inhibition, % at 2.7 µM; AID 793; NPY-Y2 expressing cells, antagonist mode; P49146; actives 0.99% (n = 140,000); in the data active = inhibition above about 17%;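 also: 0% = vehicle with agonist challenge and 100% = reference antagonist with challenge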
Target sequence (P49146 whole entry, looked up): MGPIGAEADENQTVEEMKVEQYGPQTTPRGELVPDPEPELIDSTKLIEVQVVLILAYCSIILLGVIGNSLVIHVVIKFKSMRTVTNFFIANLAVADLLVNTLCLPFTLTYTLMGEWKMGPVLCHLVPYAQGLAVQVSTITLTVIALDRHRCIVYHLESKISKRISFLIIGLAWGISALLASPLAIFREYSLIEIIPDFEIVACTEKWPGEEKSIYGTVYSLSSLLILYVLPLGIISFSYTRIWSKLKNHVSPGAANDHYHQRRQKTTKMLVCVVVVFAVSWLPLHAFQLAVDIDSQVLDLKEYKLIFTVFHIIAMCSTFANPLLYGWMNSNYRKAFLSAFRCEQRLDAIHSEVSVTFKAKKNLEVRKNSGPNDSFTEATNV
Measles CPE: protection of cells from measles virus; AID 841; protection (pct of control), % at 4 µM; actives 1.5% (n = 140,000); Measles virus-infected cells, CPE protection, absorbance; in the data active = protection mostly above about 24%, no sharp cut-off; inactive = mostly below about 26%; also: some compounds called inactive have numbers as strong as hits
E-sel TNF inh: blocks E-selectin expression induced by TNF alpha. HUVEC TNFa-induced E-selectin immunofluorescence, high content. inhibition, % at 2 µM. actives 0.71% (n = 120,000). AID 1246;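 active = inhibition above the batch mean plus 3 SD, and confirmed as a hit on visual image review, cut at about 43% in these data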;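 also: 0% = TNF-stimulated DMSO wells and 100% = unstimulated control wells; not every result past the cut was called active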
GALR2 antag: GALR2 (human) receptor antagonism; actives 0.39% (n = 140,000); AID 828; O43603; GALR2-expressing cells, antagonist mode; inhibition, % at 4 µM; in the data active = inhibition above about 27%;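 also: cells stimulated with galanin 1-16 at roughly its EC80; 0% = agonist challenge control and 100% = basal control without agonist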
Target sequence (O43603 whole entry, looked up): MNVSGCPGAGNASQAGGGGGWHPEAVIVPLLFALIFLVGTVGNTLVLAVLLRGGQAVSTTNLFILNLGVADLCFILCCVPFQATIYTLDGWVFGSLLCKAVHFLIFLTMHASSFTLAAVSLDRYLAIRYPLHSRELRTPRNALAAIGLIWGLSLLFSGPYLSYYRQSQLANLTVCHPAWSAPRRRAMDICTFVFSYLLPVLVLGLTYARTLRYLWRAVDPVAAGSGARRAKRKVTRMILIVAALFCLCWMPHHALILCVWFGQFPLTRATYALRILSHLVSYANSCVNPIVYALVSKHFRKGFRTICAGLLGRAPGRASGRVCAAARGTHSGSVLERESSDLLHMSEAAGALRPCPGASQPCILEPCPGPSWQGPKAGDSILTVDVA
PTEN del growth: growth suppressors of cells with PTEN tumor suppressor deletion. viability, % at 10 µM. HCT116 PTEN-null viability, CellTiter-Glo, 60 h; hits give low values. actives 1.2% (n = 140,000). AID 827;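 active = viability at or below a set limit, 4 SD under the median of all tested compounds, cut at about 3.7% in these data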;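 also: PTEN knockout HCT116 line with beta catenin targeted HCT116 as companion control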
Phagocyt inh: macrophage phagocytosis inhibition; J774A.1 macrophage IgG-bead phagocytosis, imaging; inhibition, % at 5 µM; actives 0.07% (n = 110,000); AID 1029;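 active = inhibition above the mean of the plate negative controls plus 5 SD, cut at about 13% in these data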;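 also: phagocytic index as fraction of beads internalized from green versus red external bead signal; plate controls were DMSO negative control for no effect and cytochalasin-D positive control for full effect; some results beyond the cut were filed as inactive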
Yeast lifespan up: extends the lifespan of yeast; S. cerevisiae growth with nicotinamide, OD615; deaD strain in restrictive glucose medium; inhibition of the nicotinamide effect, % at 10 µM; actives 0.68% (n = 130,000);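 active = inhibition above a set limit, placed 3 SD over the median of all compounds, cut at about 26% in these data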;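 also: 0% = nicotinamide-treated wells and 100% = cells grown without nicotinamide; some compounds called inactive have numbers as strong as hits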
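Test system – modified budding yeast, DeaD strain · Compound – single dose 10 µM compound, 0.25% DMSO · Times – culture preincubation 4 h, compound exposure 48 h, both 30 °C · Detection – optical density (absorbance) at 615 nm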
HCT116 bCat-KO: beta-catenin-lacking colon tumor cell growth suppression. HCT116 beta-catenin knockout viability, CellTiter-Glo, 60 h; hits give low values. viability, % at 10 µM. actives 1.5% (n = 140,000);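 active = viability at or under a set limit, the compound median less 4 SD, cut at about 6% in these data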;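 also: 0% = Hyamine 1622 control at 20 µM and 100% = untreated cell control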
Yeast growth inh: chemicals that inhibit yeast BB579 growth in restrictive medium (lifespan-shortening candidates) | S. cerevisiae BB579 growth, OD615, 48 h | inhibition, % at 10 µM | actives 0.51% (n = 140,000);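 active = inhibition above a set limit, 3 SD over the mean compound inhibition, cut at about 44% in these data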; also: inactives centre near -24
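Test system: Saccharomyces cerevisiae DeaD strain BB579, replicative lifespan model yeast | Buffer or medium: Restrictive CSMM-D medium | Doses: One dose, 10 µM compound with 0.25% DMSO | Incubation: 48 h exposure, 30 °C | Detection: Culture absorbance at 615 nm | Control set: Amphotericin B at 10 µg/mL as positive control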
Numbers without * were called inactive; x = not tested or not shown; & = joins results of further samples.

Results follow in this order: MRP-1 activ | NPY-Y2 antag | Measles CPE | E-sel TNF inh | GALR2 antag | PTEN del growth | Phagocyt inh | Yeast lifespan up | HCT116 bCat-KO | Yeast growth inh
1: COc1ccccc1-n1c(SCC(=O)N2CCCCC2)nc2cccnc21
    0.4 | 1 | 13 | 16 | 14 | 98 | 0 | -5 | 101 | -16
2: CCCCC(=O)Nc1ccc(NC(=S)NC(=O)CCCCl)cc1OC
    -2.1 | 2 | 2 | x | -7 | 94 | -8 | 3 | 91 | -56
3: O=C(COc1ccc2ccccc2c1)NN1C(=O)c2ccccc2C1=O
    -1.0 | 6 | 14 | -13 | 16 | 93 | x | 2 | 107 | -20
4: O=C1c2ccccc2NC(c2cn[nH]c2-c2ccc(Cl)cc2)N1O (stereo not given)
    1.6 | 0 | 2 | 3 | -7 | 35 | -7 | 1 | 30 | -51
5: Cc1ccc(/C=C(\C#N)C(=O)Nc2cccc3ncccc23)o1
    -2.1 | 1 | 4 | -29 | 2 | 94 | 2 | -4 | 83 | -29
6: Cc1c(N=C2NC(=O)C(CC(=O)Nc3ccc(Cl)cc3)S2)c(=O)n(-c2ccccc2)n1C (stereo not given)
    3.1 | -1 | 9 | 19 | -5 | 110 | 0 | -4 | 98 | -59
7: COc1cccc(C2CC(C(F)(F)F)n3ncc(C(=O)NCC4CCCO4)c3N2)c1 (stereo not given)
    -0.8 | 0 | 9 | x | 9 | 93 | 0 | -4 | 85 | -62
8: COc1ccc(C(=O)c2c(O)cc(-c3ccc(OC)cc3)oc2=O)cc1
    -1.2 | 8 | 5 | 6 | -8 | 93 | 0 | 6 | 97 | -60
9: Cc1ccc(-c2nnc(SCC(=O)N3CCN(c4ccccc4)CC3)o2)cc1
    -3.1 | 2 | 14 | x | -23 | 102 | x | -4 | 103 | -20
10: CCOC(=O)CN1C(=O)C(=O)c2cccc(C)c21
    -2.9 | 3 | 10 | x | 10 | 74 | 0 | 1 | 81 | -4
11: CCCNC(=O)[C@H](Cc1c[nH]c2ccccc12)NC(=O)c1ccccc1Cl
    -2.3 | 2 | 32* | -10 | -8 | 92 | -5 | 1 | 82 | -5
12: CCN(CC)c1ccc(/C=N/Nc2nc(C)cc(C)n2)c(O)c1
    -0.2 | 2 | 12 | x | 12 | 5 | -6 | -2 | 5.5* | -24
13: COc1ccc(CNC(=O)C2C3C=CC4(CN(Cc5cccnc5)C(=O)C24)O3)cc1 (stereo not given)
    -0.4 | 5 | 3 | -26 | -11 | 93 | 1 | -3 | 93 | -36
14: CN(C)c1ccc(/C=C2\CCCCC2=O)cc1
    -2.5 | 3 | 9 | 26 | -1 | 92 | -8 | -7 | 83 | -17
15: Cc1c(N=Cc2nc3ccccc3n2C)c(=O)n(-c2ccccc2)n1C
    -3.1 | 2 | 28 | 8 | 3 | 92 | x | 26 | 91 | -5
16: COc1ccccc1NC(=O)c1ccc(NC(=O)CSc2nncn2C)cc1
    -1.0 | 0 | 26 | 14 | 2 | 100 | 1 | -6 | 94 | -28
17: COc1ccc(OC)c(CC(NC(C)=O)C(=O)NC2CCN(c3c(Cc4ccccc4)c(C)nc4ncnn34)CC2)c1 (stereo not given)
    -1.2 | 1 | 15 | x | 7 | 92 | -2 | 5 | 82 | -36
18: CCCCc1oc2ccccc2c1C(=O)c1cc(I)c(OCCN(CC)CC)c(I)c1
    -3.9 | 7 | 16 | x | -1 | 17 | x | -10 | 13 | 99*
19: COc1cccc(-c2csc(NC(=O)C3CC3)n2)c1
    3.2 | 0 | 9 | 33 | 9 | 90 | -1 | -13 | 87 | 2
20: CNC(=O)N(O)C1N(c2ccccc2)C(=S)SC1(C)C (stereo not given)
    -2.3 | -2 | 5 | 6 | 12 | 96 | -11 | 0 | 96 | -44
21: CCOC(=O)c1c(/N=C/N(C)C)sc(/C=N/Nc2ccccc2)c1-c1ccccc1
    -3.4 | -1 | 3 | -11 | 17 | 89 | -3 | 7 | 83 | -23
22: O=c1cc(-c2ccccc2Cl)c2c([nH]1)CCC2
    -2.0 | 0 | 12 | 39 | -6 | 96 | x | -1 | 88 | -28
23: CC1(C)S[C@@H]2[C@H](NC(=O)Cc3ccccc3)C(=O)N2[C@H]1C(=O)O
    0.6 | -1 | 9 | x | -4 | 94 | x | 3 | 94 | -32
24: Cc1cc(C)n(CC(=O)N/N=C/c2ccco2)n1
    -1.2 | 1 | 12 | -7 | 5 | 105 | x | -7 | 101 | -26
25: C=CCNC(=O)C12CCC(C)(C(=O)C1Br)C2(C)C (stereo not given)
    1.7 | -2 | 3 | 5 | -2 | 105 | 0 | 3 | 89 | 5
26: CCCn1c(=NC(=O)c2ccco2)c(C(=O)OCC)cc2c(=O)n3ccccc3nc21
    -2.5 | 0 | 6 | 58* | -3 | 76 | 0 | -20 | 86 | -1
27: CCc1cc2c(=O)[nH]cnc2s1
    -0.8 | 1 | 3 | 5 | 1 | 84 | x | -8 | 94 | -30
28: CCCCNC(=O)C1C2C=CC3(CN(Cc4ccccc4Cl)C(=O)C13)O2 (stereo not given)
    -2.0 | 1 | 16 | 8 | -8 | 94 | -2 | -11 | 97 | -36
29: O=S(=O)(Cc1cc(Oc2ccccc2)nc(-c2ccccc2)n1)c1ccccc1
    -1.3 | 21* | 6 | -14 | -17 | 69 | -2 | -25 | 73 | -20
30: C[N+]1(C2CCC3CCC2C3O)CCCC1 (stereo not given)
    -0.2 | 4 | 5 | -21 | 2 | 104 | -4 | 3 | 94 | -49
31: O=C(CSc1nc2ccccc2n1CCc1ccccc1)N1CCOCC1
    -1.7 | 0 | 3 | x | 13 | 99 | -7 | 3 | 89 | -26
32: Cc1ccc(NC(=O)CCc2c(C)nc3ncnn3c2C)cc1
    -3.0 | -3 | 33 | 7 | -9 | 106 | x | -5 | 93 | -37
33: Cc1ccc(NC(=S)NCCN2CCOCC2)cc1
    0.1 | 5 | 2 | 25 | 7 | 111 | x | -2 | 98 | -5
34: O=C(C1CCN(Cc2cc(Cl)ccc2O)CC1)N1CCN(Cc2ccccc2)CC1
    -1.2 | 6 | 18 | 8 | 3 | 84 | -2 | -9 | 84 | -41
35: Cc1ccc2oc(=O)cc(CN3CCC(C)CC3)c2c1
    -3.2 | 6 | 18 | -19 | -2 | 77 | 0 | -4 | 92 | -48
36: CCCCC(=O)Nc1ccc(C(=O)Nc2ccc(S(=O)(=O)Nc3ccc(C)cc3)cc2)cc1
    -2.4 | -5 | 4 | x | 8 | 81 | -6 | 2 | 78 | -26
37: CS(=O)(=O)N(CCc1ccccc1)CC(=O)N1CCN(c2ccc(F)cc2)CC1
    -0.3 | -4 | 15 | -22 | 5 | 87 | x | x | 85 | 0
38: Clc1ccc(-c2cn3nc4c(nc3n2)CCCC4)cc1
    -1.8 | 2 | 1 | 7 | -1 | 77 | 1 | -3 | 87 | -52
39: CCCCSc1nc(C)c(CC(=O)OC)c(=O)[nH]1
    -1.1 | 4 | 2 | -36 | 6 | 97 | 1 | 4 | 91 | -4
40: Cc1ccc(S(=O)(=O)N(C)C)cc1NC(=O)COC(=O)/C(=C/c1ccc(F)cc1)c1cccs1
    -4.0 | 2 | 3 | 0 | 7 | 56 | -7 | 19 | 67 | -7
41: CS(=O)(=O)c1cnc2c(-c3ccc(F)cc3)cnn2c1N
    -2.1 | 0 | 5 | 13 | -7 | 86 | 8 | -17 | 95 | -42
42: CC(=C/c1ccc(C(C)C)cc1)/C=N/NC(=O)CSc1ccccn1
    -1.4 | 5 | 10 | -8 | -2 | 87 | -7 | -6 | 101 | -49
43: CCCc1cc2c(=O)c(-c3ccc4c(c3)OCCO4)coc2cc1OS(C)(=O)=O
    -0.7 | 5 | 4 | x | 14 | 47 | x | -4 | 55 | -35
44: COC(=O)c1nc2ccccc2s1
    -1.0 | 3 | 10 | -3 | -2 | 89 | x | x | 96 | -39
45: Cn1cnnc1SC1CCCCC1NS(=O)(=O)c1ccccc1 (stereo not given)
    -1.5 | 6 | 3 | 5 | 10 | 98 | -2 | -3 | 98 | -9
46: CCOc1cc(C(=O)Nc2cc(C)on2)cc(OCC)c1OCC
    -1.1 | 1 | 11 | -17 | -14 | 97 | -1 | -9 | 98 | 25
47: CC(C)Oc1ccc(-c2cc(C(=O)NCCN3CCOCC3)c3ccccc3n2)cc1
    -5.0 | 2 | 8 | -19 | 16 | 80 | 9 | -20 | 83 | -29
48: CN(Cc1ccco1)C(=O)C1CCC(=O)N1Cc1ccc(F)cc1 (stereo not given)
    -0.7 | 3 | 19 | -7 | -13 | 90 | 2 | -20 | 79 | -34
49: COc1cccc(-c2nnc(NC(=O)c3ccc(S(=O)(=O)N4CC(C)OC(C)C4)cc3)o2)c1 (stereo not given)
    -1.6 | 4 | 5 | x | -12 | 13 | -1 | 1 | 14 | -11
50: COc1cccc(/C=N/NC(=O)CCn2c3ccccc3c3ccccc32)c1
    -1.8 | 10 | 5 | x | 1 | 90 | -13 | -3 | 100 | 2
51: CCn1ncc(C(=O)Nc2cccc(Cl)c2)c1C
    -2.5 | 3 | 7 | -1 | -1 | 76 | -1 | -3 | 77 | -13
52: Cc1ccccc1NC(=S)NC(=O)c1cncc(Br)c1
    -3.5 | 1 | 6 | x | -5 | 97 | -1 | -4 | 99 | 1
53: COc1ccc(OC)c(S(=O)(=O)N2C(C)CCCC2C)c1 (stereo not given)
    -1.8 | 16 | 18 | x | 5 | 97 | 0 | 8 | 93 | -12
54: Cc1cc(C)n(CCOc2ccc(Cl)cc2Cl)n1
    1.0 | 0 | 5 | x | -6 | 98 | -2 | -17 | 96 | -5
55: COc1cc(C)c(Cl)c(C)c1S(=O)(=O)NCc1ccc2c(c1)OCO2
    -1.7 | -1 | 38 | 12 | -3 | 100 | -1 | -21 | 92 | -18
56: CCOC(=O)/C=C1\NC(=O)C(C)S1 (stereo not given)
    0.4 | -1 | 5 | -1 | 1 | 99 | 0 | 10 | 96 | -39
57: COC(=O)NC(=S)Nc1ccc(Oc2ccc(Cl)cc2)c(Cl)c1
    -0.8 | -2 | 4 | x | -2 | 95 | 0 | 2 | 100 | -33
58: COc1cc(/C=N/O)ccc1OCc1ccc([N+](=O)[O-])cc1
    0.2 | 6 | 30 | x | 10 | 100 | 1 | 0 | 104 | -57
59: COc1ccc(N2CCN(C(=O)c3ccc(-n4nc(C)cc4C)cc3)CC2)cc1
    -1.9 | 1 | 3 | 5 | -5 | 89 | 0 | -2 | 83 | -40
60: Cn1cc(/C=C/c2nc3ccccc3c(=O)n2-c2cccc([N+](=O)[O-])c2)c2ccccc21
    -5.8 | 2 | 4 | -1 | 11 | 62 | -6 | 3 | 66 | -37
61: COc1cccc(-c2noc(CCC(=O)Nc3cccnc3)n2)c1
    -1.3 | 3 | 4 | -6 | 0 | 92&87 | -2 | -10 | 102 | -35
